ssDAF-12 act: S. stercoralis DAF-12 activation, primary screen | HEK293 ssDAF-12/GRIP1 lit1-tk-luc reporter, luminescence; % of 3 µM dafachronic acid response | activation, % at 6.8 µM | hit rate 1% among 370,000 | AID 652126;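 active = activation above the mean over all tested compounds plus 3 SD, cut at about 0.9% in these data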;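 note: 0% = DMSO-only wells and 100% = 3 µM delta7-dafachronic acid wells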
GAA850 FXN act: frataxin GAA850 promoter activation; HEK293 lucGAA850 FXN promoter luciferase reporter, 24 h; percent of 10 µM SAHA response; activation, % at 6 µM; hit rate 0.56% among 360,000; AID 540364;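 active = activation above the average of all compounds screened plus 3 SD, cutoff fixed separately per campaign, cut at about 7.5% in these data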;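 note: 0% = DMSO wells and 100% = 10 µM SAHA wells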
DAX1 inh-1: inhibitors of DAX1 repression of SF-1 activated StAR promoter | HEK293T StAR-luciferase reporter, SF-1/DAX-1 repression relief | hit rate 1.1% among 370,000 | inhibition, % at 6.8 µM | AID 652010;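 active = inhibition above the mean over all tested compounds plus 3 SD, cut at about 3.6% in these data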;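 note: 0% = DAX-1 cells with DMSO and 100% = cells lacking DAX-1 with DMSO; higher inhibition means more luminescence from relief of DAX-1 repression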
DAX1 inh-2: inhibits human nuclear receptor DAX1; P51843; AID 504766; HEK293 Gal4-DAX1 luciferase reporter, luminescence; inhibition, % at 6.75 µM; hit rate 0.99% among 340,000;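 active = inhibition above the mean over all tested compounds plus 3 SD, cut at about 4.2% in these data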;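 note: 0% = DAX1-transfected cells with DMSO and 100% = empty-vector control cells with DMSO; inhibition shows as a rise in luminescence from relieved DAX1 repression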
hgDAF-12 ag: hgDAF-12 agonism, primary luciferase screen | HEK293 GAL4-hgDAF12 UAS-luciferase reporter, agonist luminescence; normalized to butyrate control | activation, % at 6.8 µM | hit rate 1.8% among 370,000 | AID 687014;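 active = activation above a cutoff set at the mean of all screened compounds plus 3 SD, cut at about 10% in these data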;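 note: 0% = DMSO wells and 100% = sodium butyrate wells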
sPLA2-III inh: Inhibits HGIII-sPLA2 liposome hydrolysis, primary screen. Q9NZ20. QFRET BODIPY PC-A2 liposome hydrolysis, fluorescence. inhibition, % at 12.2 µM. hit rate 0.56% among 370,000. AID 743126;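 active = inhibition above mean plus 3 SD of compounds lying within the high and low control bounds, cut at about 19% in these data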;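 note: 0% = median of test compound wells and 100% = no enzyme DMSO wells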
Target sequence (Q9NZ20 whole entry, looked up): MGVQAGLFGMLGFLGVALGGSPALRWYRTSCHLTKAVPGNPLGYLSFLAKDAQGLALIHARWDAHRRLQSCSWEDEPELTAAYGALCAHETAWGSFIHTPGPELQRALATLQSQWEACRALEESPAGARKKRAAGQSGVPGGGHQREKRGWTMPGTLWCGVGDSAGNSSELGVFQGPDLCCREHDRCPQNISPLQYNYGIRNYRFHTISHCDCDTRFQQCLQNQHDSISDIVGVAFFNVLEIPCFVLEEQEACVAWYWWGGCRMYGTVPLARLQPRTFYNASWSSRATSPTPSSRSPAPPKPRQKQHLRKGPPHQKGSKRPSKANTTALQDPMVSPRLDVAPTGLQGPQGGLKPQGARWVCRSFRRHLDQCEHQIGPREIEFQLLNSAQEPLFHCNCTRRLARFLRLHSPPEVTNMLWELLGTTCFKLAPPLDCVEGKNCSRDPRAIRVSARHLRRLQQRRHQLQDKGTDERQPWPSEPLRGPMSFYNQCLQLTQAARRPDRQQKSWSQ
SMARCA2 act: activators of SMARCA2 function; MG213 cells, MMTV-luciferase reporter, dexamethasone, overnight; activation, % at 9.1 µM; hit rate 1% among 370,000; in the data active = activation above about 7.8%;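 note: 0% = vehicle wells and 100% = reference activator wells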
Rev-erbA mod: modulates human Rev-erb alpha binding to DNA | Rev-erbα–FITC-DNA binding, fluorescence polarization, 90 min | AID 1259318 | activity, % at 10 µM | hit rate 0.79% among 370,000 | P20393;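 active = activity above about 14%, limit read from the data; passing the limit was not always enough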;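 note: 0% = DMSO wells with 35 nM protein and 100% = DMSO wells with 750 nM protein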
Target sequence (P20393 whole entry, looked up): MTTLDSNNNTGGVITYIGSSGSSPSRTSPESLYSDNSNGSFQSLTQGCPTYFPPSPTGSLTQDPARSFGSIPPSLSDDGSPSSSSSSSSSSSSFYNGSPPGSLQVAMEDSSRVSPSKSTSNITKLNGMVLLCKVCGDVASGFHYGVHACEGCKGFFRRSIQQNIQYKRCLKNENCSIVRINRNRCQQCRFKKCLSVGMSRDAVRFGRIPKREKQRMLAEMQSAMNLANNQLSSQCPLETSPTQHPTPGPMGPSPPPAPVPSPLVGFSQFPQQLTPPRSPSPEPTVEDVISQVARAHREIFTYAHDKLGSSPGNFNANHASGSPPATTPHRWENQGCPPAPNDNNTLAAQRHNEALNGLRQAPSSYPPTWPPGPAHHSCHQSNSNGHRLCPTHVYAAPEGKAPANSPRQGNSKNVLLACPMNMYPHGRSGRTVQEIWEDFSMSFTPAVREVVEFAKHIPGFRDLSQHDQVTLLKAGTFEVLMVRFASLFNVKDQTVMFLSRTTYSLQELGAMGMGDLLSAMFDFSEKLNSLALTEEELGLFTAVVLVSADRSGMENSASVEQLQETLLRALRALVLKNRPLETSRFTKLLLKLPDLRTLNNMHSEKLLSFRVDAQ
hcDAF12 agonist: H. contortus DAF-12 activation, primary screen; HEK293 hcDAF-12 lit1-tk-luc reporter, luminescence; 0% DMSO, 100% Δ7-dafachronic acid; activation, % at 6.8 µM; hit rate 1.4% among 370,000; AID 652067;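 active = activation above the mean of all tested compounds plus 3 SD, cut at about 5.5% in these data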;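 note: 100% = response to 3 µM Δ7-dafachronic acid high control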
PG9 Ab binder: PG9 antibody binding by small molecule | inhibition, % at 6.7 µM | AID 624416 | TR-FRET gp120-PG9 antibody binding | hit rate 0.43% among 360,000; in the data active = inhibition above about 8.5%
PLCb3 inh: inhibitors of human phospholipase C beta3; Purified PLC-beta3, fluorogenic substrate, fluorescence; inhibition, % at 12.2 µM; hit rate 0.18% among 370,000; AID 720704; in the data active = inhibition above about 11%;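 note: 0% = median of compound wells on plate and 100% = full blocker control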
Starred values were filed as active, the others as inactive; / = not tested or not shown.

SMILES	ssDAF-12 act	GAA850 FXN act	DAX1 inh-1	DAX1 inh-2	hgDAF-12 ag	sPLA2-III inh	SMARCA2 act	Rev-erbA mod	hcDAF12 agonist	PG9 Ab binder	PLCb3 inh
COc1ccc(CNC(=O)COC(=O)c2cc(-c3ccc(Cl)s3)nc3ccccc23)cc1	-1.7	-0.4	-0.1	1.1	1.3	-1	2	121*	-0.8	5.6	-30
CN1CCNC(=O)C1CC(=O)NCCc1ccccc1F (centres undefined)	-1.2	2.9	-0.2	0.5	-0.7	-4	-2	2	-0.1	-1.5	-1
O=C(NCc1ccc2c(c1)OCO2)c1nnc(Cc2ccc(F)cc2)o1	-1.8	-1.6	0.6	-0.6	0.4	-2	-3	7	0.7	0.2	3
CCn1c(-c2ccc(-c3ccccc3)cc2)c[nH]c1=S	-1.7	0.8	-0.3	-1.0	2.1	11	1	-3	-1.1	-0.2	-192
CC(C)N(C(=O)c1ccc(-c2ccccc2F)cc1)C(C)C	-1.9	2.4	0.1	/	-3.8	-7	-3	-5	-2.3	1.8	-8
COC(=O)Cc1c(C)nc2nc[nH]n2c1=O	-1.6	1.4	0.5	2.2	-0.9	6	-2	-5	-1.4	-0.3	1
NS(=O)(=O)c1ccc(-c2ccc(C=C3C(=O)c4ccccc4C3=O)o2)cc1	-0.6	0.2	0.0	0.2	0.3	3	1	1	0.3	1.1	-13
COc1ccc(NC(=O)CC2C(=O)N(C)C(=S)N2Cc2ccc3c(c2)OCO3)cc1 (centres undefined)	-1.6	-2.0	-0.7	3.9	-0.1	-69	1	-3	-2.6	-0.8	0
COC(=O)c1ccc2c(C3(c4c[nH]c5ccccc45)CCN(C(=O)OC(C)(C)C)CC3)c[nH]c2c1	0.2	/	-2.0	/	9.2	-27	-7	2	3.8	/	-60
O=C(COC(=O)c1ccc(Br)cc1)Nc1cccnc1Cl	-0.6	0.2	-0.1	-0.5	3.8	13	0	-7	-0.3	-1.3	-9
Cc1cc(NC(=O)Nc2cccs2)no1	-1.4	1.2	-0.1	-0.6	0.5	-7	-1	2	-2.0	2.4	-5
CCOC(=O)/C(C#N)=C\c1ccc(OCC(=O)Nc2ccc(C)cc2C)c(OC)c1	-1.5	-0.5	0.2	1.2	1.1	2	0	28*	-2.0	2.3	-2
O=C1C(=O)N(c2nccs2)C(c2ccccc2F)/C1=C(\O)c1ccc2c(c1)OCCO2 (centres undefined)	-0.6	-3.4	-2.4	-0.8	-1.8	-5	1	-6	0.5	7.9	-91
Cn1cc(-c2nnnn2-c2ccc(Cl)cc2)c(C(F)(F)F)n1	-1.6	-1.1	-0.5	1.9	-0.1	-5	-3	1	-1.0	-2.6	6
CCN(CC)CCCNc1nc(-n2nc(C)cc2C)nc2sc3c(c12)CC(C)(C)OC3	-0.8	-0.5	-0.1	3.3	0.7	0	2	-2	-0.6	-1.8	-12
COc1cccc(OC)c1C(=O)O/N=C(\N)c1ccncc1	-1.6	0.1	0.2	3.2	-0.9	11	-3	-6	-1.9	0.6	-8
C=CCn1c(=NC(=O)c2cc(Cl)sc2Cl)sc2cc(S(N)(=O)=O)ccc21	-1.3	-2.3	-0.9	-2.3	-1.2	-28	4	3	-0.6	-3.9	-64
COc1cc(OC)cc(C(=O)N[C@H](C(=O)Nc2c(C)n(C)n(-c3ccccc3)c2=O)C(C)C)c1	-1.8	0.4	-0.5	-1.0	0.1	8	-3	3	-1.0	0.4	-3
CCOc1ccc(C(=O)OCc2nnc(-c3cccs3)o2)cc1OC	-1.9	-0.1	-0.2	-2.5	-0.7	-2	-4	2	-2.5	2.1	-1
CCN(CC)S(=O)(=O)c1ccc(N2CCOCC2)c(NC(=O)CN2C(=O)NC(C)(c3ccccc3)C2=O)c1 (centres undefined)	-0.3	1.1	-0.1	0.7	2.5	8	-1	1	-0.1	1.2	-31
O=C(NC1CCN(S(=O)(=O)c2ccc(Cl)c(F)c2)CC1)c1cccnc1	-0.9	-1.1	-0.1	-0.4	-2.1	-3	-1	-1	-0.3	-1.3	-4
NC(=O)C1CCN(C(=O)c2ccc3nc(N4CCCCC4)sc3c2)CC1	-0.3	5.1	1.4	5.2*	6.7	3	2	0	0.9	-1.5	-6
COc1cc(/C=C/C(=O)Nc2cc(S(=O)(=O)N3CCOCC3)ccc2N2CCCC2)cc(OC)c1OC	0.2	0.9	-0.7	0.7	1.5	-4	5	0	-1.6	-1.7	-6
O=C(COC(=O)/C=C/c1cccc([N+](=O)[O-])c1)Nc1ccc(Cl)cn1	-0.5	0.6	-0.8	0.7	2.6	5	-1	2	1.5	1.6	-7
Cc1cccc(-c2nc3c(c(=O)c4ccccc4n3C)c(=O)n2-c2ccccc2)c1	-0.7	-3.0	0.6	1.3	-1.6	10	-5	40*	0.5	-0.6	-10
COc1ccc(C(=O)CSc2nnc(-c3cccnc3)n2Cc2ccco2)cc1	-1.2	-0.8	0.3	1.0	-0.8	-18	2	-7	-1.5	-2.1	-6
Cc1cccc(N2C(=O)CSC23CCCCC3)c1	-1.1	-0.3	-0.8	-1.8	-2.1	-5	-2	-1	-0.9	-2.3	1
Cc1ccc(S(=O)(=O)N2CCOC2CNC(=O)C(=O)NCC(C)C)cc1 (centres undefined)	-0.8	0.7	0.6	-0.4	-2.0	9	0	-3	-1.6	0.2	-9
CCOC(=O)c1ncn2c1[C@@H]1CCNC1C(=O)c1cc(OC)ccc1-2 (some centres undefined)	-1.9	2.8	0.3	0.7	-0.5	8	-2	2	-1.3	-2.3	3
CSc1ccccc1OCc1cc(C(=O)NCc2cnc(C)cn2)no1	-0.7	1.9	-1.3	-0.3	1.1	-4	0	0	-1.9	-2.3	-7
COc1ccc(OC)c(NC(=O)C(CC(=O)O)Cc2ccc(Cl)cc2)c1 (centres undefined)	-1.3	1.1	0.1	0.5	1.6	-1	-2	-4	0.2	0.8	-2
Cc1cccc(C)c1NC(=O)C(c1ccc(C(F)(F)F)cc1)n1c(=O)c(-c2ccco2)nc2ccccc21 (centres undefined)	-0.7	/	0.3	/	1.7	16	-4	3	0.3	-0.8	-128
CCOC(=O)c1nc(NCc2ccccc2C)c2ccccc2n1	-0.1	1.6	-0.9	0.3	-2.6	0	-1	5	-2.0	-0.9	-4
COC(=O)c1c(C)[nH]c(C(=O)NCc2ccco2)c1C	-1.6	0.2	1.3	-0.8	1.0	-1	1	-7	1.1	-1.4	-11
O=C(CN1C(=O)NC(Cc2c[nH]c3ccccc23)C1=O)NCC(F)(F)F (centres undefined)	-1.3	1.7	0.2	0.3	1.6	-26	-1	3	-3.0	1.5	-12
COc1ccc(CC(=O)OC(C)C(=O)NCc2ccc3c(c2)OCO3)cc1OC (centres undefined)	-0.3	0.4	0.0	0.5	-1.0	4	0	-4	-1.1	-0.7	-6
Cc1cccnc1NC(=O)c1cc2ccccc2oc1=O	0.3	3.4	1.9	1.9	9.1	5	1	43*	3.8	0.7	-12
COc1ccc(NC(=O)COC(=O)CCC2CCCCC2)cc1	-1.0	1.5	0.3	0.2	1.8	1	-3	0	1.2	5.3	-6
O=C(C1=C[C@@H](C2CC2)C[C@@H](OCc2ccc(CO)cc2)O1)N1CCOCC1	-1.2	1.4	-0.1	-0.3	1.4	4	1	1	-0.7	2.2	9
O=C(O)CCCCCn1c(SCC(=O)c2ccc(O)c(O)c2)nc2ccsc2c1=O	-0.7	-0.1	-0.6	0.2	-4.5	-12	-2	3	-0.5	-0.5	3
CCCCc1c(C)c(C#N)c2nc3ccccc3n2c1NCCN(C)C	-1.0	-0.6	0.3	4.0	0.9	2	-4	1	1.1	-0.3	-238
O=C(CN1C(=O)C2CC=CCC2C1=O)Nc1nc2ccccc2s1 (centres undefined)	-0.7	2.0	1.2	3.6	1.6	-7	-3	5	1.7	-1.6	1
CCC1=C(OC(=O)N(CC)CC)N2C(=O)OC(=NCC3CC3)[C@]2(C)[C@H]2C1=CC[C@H]1C(=O)N(CC(=O)OC)C(=O)[C@H]12	-0.9	-0.7	0.0	0.8	1.6	8	0	8	0.1	-0.7	-3
COc1ccc(C(=O)c2oc3nc(C)cc(C)c3c2N)cc1	-1.3	1.1	-0.9	-0.8	-0.4	3	-6	0	-0.5	-0.4	-29
Cc1ccc(S(=O)(=O)Nc2ccccc2CNc2c(C)n(C)n(-c3ccccc3)c2=O)cc1	-0.9	-0.1	0.0	-0.1	1.4	-17	-1	-6	-0.2	0.6	-299
CCCCn1c(N)c(N(C(=O)CSc2nnnn2-c2ccc(C)cc2)C2CCCC2)c(=O)[nH]c1=O	0.5	1.8	-0.2	0.2	1.9	-1	1	-6	-0.6	0.5	-5
Cc1ccc(N(CC(=O)NCc2ccco2)S(=O)(=O)c2ccccc2)cc1	-1.1	-1.1	-0.6	0.1	-1.8	1	-2	-6	-2.9	2.2	2
O=C(N1CCCC1)C12CC3CC(CC(C3)C1)C2	-1.2	0.7	0.7	1.0	-1.0	2	1	-2	-0.8	-2.0	3
c1csc(-c2noc(CN3CCOCC3)n2)c1	-0.7	1.4	0.4	4.7*	1.9	3	1	-3	1.8	0.0	-9
CCc1cccc(NC(=O)C2CCCN2S(=O)(=O)c2ccc3c(c2)n(C)c(=O)c(=O)n3C)c1 (centres undefined)	-1.0	2.4	0.2	-2.3	-0.2	9	-1	-4	-0.8	-0.2	-6
Cc1ccc(NS(=O)(=O)c2ccc(C(=O)NCC(c3ccco3)N3CCCCC3)cc2)cc1 (centres undefined)	-1.5	1.1	0.4	-1.4	1.2	-36	-3	3	-0.6	0.0	-3
CCCCNc1nc(-c2ccccc2)nc(-n2ccnc2)n1	-0.5	-1.8	-0.1	-0.1	-0.5	-2	2	9	0.0	1.0	2
COc1cccc(CNn2cnnc2)c1OCc1ccccc1F	-1.1	0.9	0.0	2.1	3.1	0	5	-4	-2.1	-3.2	-3
CCn1ncc(CNC(=O)CCCSc2nc(-c3ccco3)cc(C(F)(F)F)n2)c1C	-1.3	-1.4	-0.4	-1.2	-2.2	-4	0	-1	-1.9	0.7	-4
N#Cc1ccsc1NC(=O)CCc1ccccc1	-1.1	3.5	3.4	1.6	8.5	0	5	4	4.8	-1.4	-7
NC(=O)C1CCN(C(=O)c2cc(S(=O)(=O)N3CCOCC3)ccc2Cl)CC1	-2.2	-1.9	-0.3	-0.5	-1.0	-2	2	1	-0.9	-0.7	0
O=C(CNC(=O)N1CC(=O)Nc2ccccc21)Nc1cccc(F)c1	-0.9	-2.2	0.2	-0.1	4.5	2	-4	2	-1.9	-0.3	-9
COCc1cc(C)nc2oc(C(=O)c3ccccc3)c(N)c12	-2.2	-0.3	-0.3	-0.6	0.4	1	-2	-4	-0.1	-1.9	-36

Reprinted at random: two records from the list
SMILES	ssDAF-12 act	GAA850 FXN act	DAX1 inh-1	DAX1 inh-2	hgDAF-12 ag	sPLA2-III inh	SMARCA2 act	Rev-erbA mod	hcDAF12 agonist	PG9 Ab binder	PLCb3 inh
Cc1ccc(NS(=O)(=O)c2ccc(C(=O)NCC(c3ccco3)N3CCCCC3)cc2)cc1 (centres undefined)	-1.5	1.1	0.4	-1.4	1.2	-36	-3	3	-0.6	0.0	-3
COc1cccc(CNn2cnnc2)c1OCc1ccccc1F	-1.1	0.9	0.0	2.1	3.1	0	5	-4	-2.1	-3.2	-3

Bioassay records from PubChem BioAssay.
